Assay outcomes from PubChem BioAssay.
Pf growth 96h = inhibits malaria parasite growth, 96 h; P. falciparum luciferase reporter growth, 96 h; actives 6.9% (n = 320,000); Potency, µM (doses to about 28.7 µM), inactives show top-dose activity change, negative = inhibition, actives largely listed as inhibitors; further: potency means the concentration at half of the fitted maximal effect; on the % scale 0 is the no-effect control and ±100 the full control effect
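Luminescence readout: decreased luciferase signal marks inhibited growth of reporter-expressing P. falciparum in infected red cells (2% hematocrit, 0.05% parasitemia final), exposed to compound two generations (96 h, 37 C, 5% CO2).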
Pf growth 48h = inhibits P. falciparum growth in the first generation, 48 h; P. falciparum luciferase growth in erythrocytes, 48 h; Potency, µM (titrated, usually from 28.7 µM), for the others: at the top dose activity change, negative = inhibition, hits mostly inhibitors; actives 5.9% (n = 310,000); AID 504832; further: potency means the concentration at half of the fitted maximal effect; on the % scale 0 is the no-effect control and ±100 the full control effect
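Compounds are pin-transferred into medium, infected erythrocytes (2% hematocrit, 0.1% parasitemia final) are added, and plates sit one parasite generation at 37 C in 5% CO2. Detection reagent is then added and luminescence measured.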
Shiga inhibitor = blocks Shiga toxin action in Vero cells; Vero cells, Shiga toxin protein synthesis inhibition reporter; actives 9.2% (n = 290,000); inhibition, % at 38.7 µM; AID 2315; in the data active means inhibition mostly above about 28%, no sharp cut-off; inactive means mostly below about 43%; further: 0% is about no effect
HCV inh = HCV inhibition; AID 651820; actives 3.4% (n = 340,000); Potency, µM (titrated, usually from 41.8 µM), inactives show at the highest dose activity change, negative = inhibition, hits mostly inhibitors; Huh7.5.1 HCVcc-Cre infection, luciferase reporter, 44 h; further: potency means the concentration at half of the fitted maximal effect; on the % scale 0 is the no-effect control and ±100 the full control effect
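Infectious HCV cell culture screen: compound-treated cells (1,000/well, pre-plated 4 h) are infected with HCVcc-Cre at roughly 0.5 moi and grown 44 h. Infection is quantified by luciferase signal after 15 min substrate incubation at room temperature.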
FBPA Giardia inh = blocks Giardia fructose-bisphosphate aldolase activity; A8B2U2; purified Giardia FBPA; Potency, µM (top dose mostly 59.6 µM), inactives show at the highest dose activity, negative = inhibition, usual class: inhibitors; actives 0.71% (n = 290,000); AID 2451; further: potency means the concentration at half of the fitted maximal effect; on the % scale 0 is the no-effect control and ±100 the full control effect; nearly all actives have a fitted effect of over 55% in size
Target sequence (A8B2U2 whole entry, looked up): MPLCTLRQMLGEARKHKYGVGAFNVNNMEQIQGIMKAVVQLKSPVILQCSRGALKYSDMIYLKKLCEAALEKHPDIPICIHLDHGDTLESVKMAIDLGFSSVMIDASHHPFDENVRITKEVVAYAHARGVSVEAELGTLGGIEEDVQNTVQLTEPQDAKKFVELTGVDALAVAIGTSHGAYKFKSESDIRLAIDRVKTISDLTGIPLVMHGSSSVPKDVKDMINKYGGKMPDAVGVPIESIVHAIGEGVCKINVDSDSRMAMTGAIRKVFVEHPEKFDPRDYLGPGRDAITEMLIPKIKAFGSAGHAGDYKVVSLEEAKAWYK
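40 nM FBPA preincubated 10 min at RT with compound (up to 57.5 uM final), then substrate plus GAPDH/TPI/NAD/arsenate coupling and diaphorase/resazurin added. Fluorescence read after 20 min at RT, 525/598 nm.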
Cycloheximide cs = affects cycloheximide protein synthesis inhibition readout, counter-screen | cell reporter, cycloheximide protein synthesis inhibition counterscreen | max response, % | actives 12% (n = 300,000) | AID 2314; in the data active means max response mostly above about 13%, no sharp cut-off; inactive means mostly below about 14%; further: read at 38.3 µM for the half of the compounds with a filed dose; 0% is about no effect
The depositor's hits bear a star; u = inconclusive; x = not tested or not shown; & = joins results of further samples; [ ] = remark or other dose. Unless noted, the call rests on the fitted dose curve; in most records, active means well fitted curve in the direction sought with a large enough effect; inconclusive means small, poorly fitted or top-dose-only effect, or another doubt; inactive means no such curve, though single readings can be large; an effect the other way counts as inactive or inconclusive.

SMILES	Pf growth 96h	Pf growth 48h	Shiga inhibitor	HCV inh	FBPA Giardia inh	Cycloheximide cs
NCC/C=C1/c2ccccc2CSc2ccccc21	u	u	-8	u	4%	-7
Cc1ccc(Nc2c(-c3ccccc3)nc3cnccn23)cc1	8%	u	9	8%	2%	-1
CCC(CC)CN1C(Nc2ccccc2)=NC[C@@H]1C	8%	0%	-2	6%	-3%	-1
CCOC(=O)CSc1ccc(C(=O)N2CCC3(CC2)OCCO3)cc1[N+](=O)[O-]	7.4µM*	u	10	1%	7%	-2
CCN1CCN(CC(O)COc2cccc(OC)c2)CC1 (stereo not drawn)	12%	80%[activator]	-1	2%	-16%	-3
O=C1CCCc2c1cc(C(=O)NCc1ccco1)c(=O)n2-c1ccccc1	u	-11%	-13	-3%	-8%	-12
N#Cc1c(SCc2c(Cl)cccc2Cl)nc(N)[nH]c1=S	18%	3%	x	-10%	x	x
CC(/C=N/NC(=O)NC1CCCCC1)=C\c1ccccc1	-5%	10µM*	46*	15%	1%	28*
COc1cccc(-c2nnc(NC(=O)C(C)C)o2)c1	42%[activator]	3%	56	15%	-12%	9
CCN(Cc1nc(-c2ccc(OC)cc2)no1)C(=O)c1ccoc1C	0%	3%	10	1%	-17%	-2
COc1ccc2[nH]c(CN3CCC(n4nccc4NC(=O)C4CC4)CC3)c(C)c2c1	u	35%[activator]	2	-6%	x	-2
Cc1cc(C(=O)Nc2ccon2)cs1	u	24%	18	10%	10%	10
COc1ccc(-c2nc3ccccc3c(=O)n2-c2nccs2)cc1	1%	62%[activator]	15	-12%	2%	11
c1ccc(-c2ccc3nnnn3n2)cc1	14%	64%[activator]	-11	12%	2%	2
Nc1nonc1-n1nnc(C(=O)N/N=C/c2ccc(F)cc2)c1-c1cccs1	u	u	-7	-11%	x	3
O=C(C1CCCN(Cc2ccc(F)cc2)C1)N1CCCCC1 (stereo not drawn)	-7%	-4%	-6	7%	u	8
Cc1ccc(S(=O)(=O)NN2C(=O)/C(=C\c3ccc(Cl)cc3)SC2=S)cc1	9%	7%	-8	-3%	x	-8
CCOc1ccc(C2/C(=C(/O)c3ccc4c(c3)CC(C)O4)C(=O)C(=O)N2CC2CCCO2)cc1 (stereo not drawn)	-4%	13%	-3	14%	x	-1
CCSc1cc(N2CCCC2)nc(-c2ccccc2)n1	u	x	15	4%	6%	-1
O=C(C(c1ccccc1)c1ccccc1)N1CCN(Cc2ccncc2)CC1	17%	x	-6	23%	-17%	-3
Cc1ccc(S(=O)(=O)NCc2ccccn2)cc1C	u	-22%	-2	14%	-14%	-3
O=C(O)[C@@H](O)c1ccccc1	x	x	-24	20%	7%	-4
Cc1cccc(NS(=O)(=O)c2ccc(C(=O)NCC(C)(C)N3CCOCC3)cc2)c1C	0%	-9%	-13	u	x	-1
COc1ccc(N2CCN(C(=O)CNC(=O)Cc3ccccc3)CC2)cc1	-18%	-10%	-13	-1%	2%	-3
COc1ccc(OC(C)C(=O)N2CCN(c3ccccn3)CC2)cc1 (stereo not drawn)	x	3%	25	u	0%	-3
SMILES	Pf growth 96h	Pf growth 48h	Shiga inhibitor	HCV inh	FBPA Giardia inh	Cycloheximide cs
COc1cccc(-c2nc(Oc3cc(C)cc(C)c3)c3ccccc3n2)c1O	-6%	30%[activator]	23	6%	1%	13
CCc1ccc(N2CC(C(=O)OCC(=O)Nc3cc(C)on3)CC2=O)cc1 (stereo not drawn)	22%	2%	1	7%	8%	-2
CN=C1c2cc3c(Br)c(OC)ccc3n2CCN1C	u	x	-14	-7%	-13%	-5
Cc1c(NC(=O)C(C)OC(=O)c2sc3ccccc3c2Cl)c(=O)n(-c2ccccc2)n1C (stereo not drawn)	23%	4%	15	24%	7%	-2
CSc1nsc(SCC(=O)Nc2cccc(C(C)=O)c2)n1	x	-20%	26	-25%	0%	9
C/C(=N\NC(=O)COc1ccccc1)c1ccc(O)cc1	7%	-2%	26	25%	4%	11
CCOC(=O)C1=C(COC(=O)/C=C/c2ccc([N+](=O)[O-])cc2)NC(=O)NC1C (stereo not drawn)	-21%	-27%	x	-3%	x	x
Cn1c(N)c(S(=O)(=O)N2CCCC2)c(=O)n(C)c1=O	33%[activator]	6%	-11	19%	0%	-2
Cc1cc2nc(SCC(=O)O)nc(C)c2cc1C	u	6%	17	4%	8%	-2
COCCn1c(SCC(=O)NC(=O)NC2CCCC2)nc2ccccc2c1=O	u	u	x	-28%	x	x
O=C(CNC1CC1)Nc1cc(C(F)(F)F)ccc1Cl	1.5µM*	1.2µM*	12	7%	7.9µM*	13
CCOC(=O)c1ccc(S(=O)(=O)N2CCN(C(=O)c3nn(C)c(=O)c4ccccc34)CC2)cc1	u	u	14	-19%	6%	-1
COC(=O)Nc1nnc(Cc2ccc(Cl)cc2)s1	x	30%[activator]	5	15%	7%	-2
CCOC(=O)C1(Cc2ccc(Cl)cc2)CCN(Cc2cn(CC)nc2C)CC1	-26%	-14%	-5	u	3%	-3
COc1ccc(S(=O)(=O)Nc2ccccc2-c2nnn(CC(=O)Nc3ccccc3OC)n2)cc1	u	-21%	-21	u	-7%	-3
COC(=O)N1CCN(c2ccc(C)cc2)C(C)C1 (stereo not drawn)	u	-11%	-3	3%	5%	-3
CCN(c1ccccc1)S(=O)(=O)c1ccc(Cl)c(NC(=O)CSc2n[nH]c(N)n2)c1	-11%	-10%	-14	u	11%	-6
CC(=NC1CCN(Cc2ccccc2)CC1)c1c(O)n(C)c(=O)n(C)c1=O	33%[activator]	u	-6	-15%	-8%	-3
O=[N+]([O-])c1ccc(Cl)c(CN2CCCCCC2)c1	-8%	u	5	0%	u	-2
COc1ccccc1NC(=O)c1ccccc1NS(=O)(=O)c1cccs1	-7%	u	5	10%	23%	-3
O=C(NNS(=O)(=O)c1ccc2ccccc2c1)c1cc(-c2ccccn2)nc2ccccc12	9%	26%	21	14%	5%	-3
Cc1cnc(C(=O)OCC(=O)c2c(N)n(CC(C)C)c(=O)n(C)c2=O)cn1	21%	u	x	u	x	x
CCN(CC)S(=O)(=O)c1cccc(NC(=O)CSc2nnc(N)s2)c1	4%	10%	21	u	3%	3
CN(C(=O)C1CCCCC1)C1CCS(=O)(=O)C1 (stereo not drawn)	37%[activator]	4%	x	11%	x	x
O=C(c1ccco1)n1nc(-c2cccnc2)nc1NCc1ccco1	19%	9%	9	6%	0%	12

Quoted from the listing:
COc1cccc(-c2nc(Oc3cc(C)cc(C)c3)c3ccccc3n2)c1O in FBPA Giardia inh is entered as 1%
CSc1nsc(SCC(=O)Nc2cccc(C(C)=O)c2)n1 in HCV inh is entered as -25%

Further entries follow.
SMILES	Pf growth 96h	Pf growth 48h	Shiga inhibitor	HCV inh	FBPA Giardia inh	Cycloheximide cs
O=C(CC12CC3CC(CC(C3)C1)C2)NCC(c1ccc(F)cc1)N1CCOCC1 (stereo not drawn)	12µM*	12µM*	-8	7%	-4%	-4
CCCCNC(=O)c1onc(CSc2nc3ccccc3[nH]2)c1C(=O)NCCCC	3.3µM*	1.5µM*	-2	-8%[8.37 µM]	-13%	-1
Cc1ccc(NC(=O)CCN2CCc3ccccc3C2)cc1	-13%	-2%	-4	-13%	-16%	12
O=C(CCCc1ccccc1)Nc1ccccc1[N+](=O)[O-]	4%	67%[activator]	27*	5%	-1%	37*
Cc1ccc(S(=O)(=O)NCCCCCC(=O)Nc2ccccc2C)cc1	u	-15%	-6	21%	0%	-4
O=C(Nc1cccc2ccccc12)N1CCc2ccccc2C1	-22%	17%	50	1%	-1%	-4
C/C(CC(=O)Nc1cc(C)ccn1)=N\NC(=O)c1ccncc1	1%	8%	20	-4%	-27%	8.6*
Cc1cccc(COc2ncnc3nc[nH]c23)c1	-20%	9%	35*	4µM*	0%	15
COc1ccc(C(=O)Nc2cccc(-c3nc4ncccc4o3)c2C)cc1OC	3.7µM*	1%	-6	10%	6%	-6
CCNC(=S)Nc1cccc(NC(=O)c2ccccc2O)c1	35%[activator]	-4%	9	4%	1%	1
CC(C)Oc1cccc(C(=O)NC(=S)Nc2ccc(Cl)c(C(=O)O)c2)c1	u	52%[activator]	32	4%	14%	8
CC1=C(C(=O)OCC2CCCO2)C(c2ccccc2)C2=C(CCCC2=O)N1 (stereo not drawn)	u	18%	-7	1%	1%	-6
COc1cc2ccc(=O)oc2c(CC=C(C)C)c1OC	40%[activator]	u	-6	-23%	3%	-4
COc1ccc(OC)c(NC(=O)C(=O)N/N=C(\C)CC(=O)Nc2ccc(Cl)cn2)c1	-4%	9%	-5	u	x	-3
CCc1noc(C)c1C(=O)NNC(=O)COc1ccccc1C	12%	23%	x	-7%	x	x
CCOc1ccc(Cn2ccnc2CCl)cc1[N+](=O)[O-]	u	10%	-10	22%	-11%	0
CCOC(=O)CSC1=NC(=O)/C(=C\c2ccc(Cl)cc2)S1	-1%	32%[activator]	104*	u	15%	34*
Fc1ccc(Cn2c(SCc3ccc(F)c(F)c3)nnc2C(F)(F)F)cc1	18%	52%[activator]	45*	u	1%	14*
Cc1cccc(C(=O)N(CC(=O)Nc2sc(C)c(C)c2C(N)=O)C2CCCC2)c1	u	u	-2	u	-3%	-6
COCCNC(C(=O)Nc1cc(Cl)cc(Cl)c1)c1ccccc1 (stereo not drawn)	u	x	-11	-19%	2%	-3
CCc1c(C)c(C#N)c2[nH]c3ccccc3n2c1=S	u	-6%	-5	u	u	-2
C#CCOCCOCCOCCNc1nc(N2CCN(C(=O)Cn3cc(CCCN=C(N)N)nn3)CC2)nc(N2CCN(C(=O)[C@H]([C@@H](C)CC)n3cc(CCC(=O)O)nn3)CC2)n1	-15%	-11%	-13	5%	1%	-4
O=C(NCC(c1ccco1)N1CCN(c2ccccc2)CC1)OCc1ccccc1 (stereo not drawn)	4.1µM*	u	18	-6%	-4%	11
CC(C)CCNC(=O)C(c1ccco1)N(CC1CCCO1)C(=O)Cn1nnc2ccccc21 (stereo not drawn)	-18%	-25%	-3	-2%&20%	3%	-4

Among those listed so far, these contain an aryl methoxy group.
SMILES	Pf growth 96h	Pf growth 48h	Shiga inhibitor	HCV inh	FBPA Giardia inh	Cycloheximide cs
CCN1CCN(CC(O)COc2cccc(OC)c2)CC1 (stereo not drawn)	12%	80%[activator]	-1	2%	-16%	-3
COc1cccc(-c2nnc(NC(=O)C(C)C)o2)c1	42%[activator]	3%	56	15%	-12%	9
CCN(Cc1nc(-c2ccc(OC)cc2)no1)C(=O)c1ccoc1C	0%	3%	10	1%	-17%	-2
COc1ccc2[nH]c(CN3CCC(n4nccc4NC(=O)C4CC4)CC3)c(C)c2c1	u	35%[activator]	2	-6%	x	-2
COc1ccc(-c2nc3ccccc3c(=O)n2-c2nccs2)cc1	1%	62%[activator]	15	-12%	2%	11
COc1ccc(N2CCN(C(=O)CNC(=O)Cc3ccccc3)CC2)cc1	-18%	-10%	-13	-1%	2%	-3
COc1ccc(OC(C)C(=O)N2CCN(c3ccccn3)CC2)cc1 (stereo not drawn)	x	3%	25	u	0%	-3
COc1cccc(-c2nc(Oc3cc(C)cc(C)c3)c3ccccc3n2)c1O	-6%	30%[activator]	23	6%	1%	13
CN=C1c2cc3c(Br)c(OC)ccc3n2CCN1C	u	x	-14	-7%	-13%	-5
COc1ccc(S(=O)(=O)Nc2ccccc2-c2nnn(CC(=O)Nc3ccccc3OC)n2)cc1	u	-21%	-21	u	-7%	-3
COc1ccccc1NC(=O)c1ccccc1NS(=O)(=O)c1cccs1	-7%	u	5	10%	23%	-3
COc1ccc(C(=O)Nc2cccc(-c3nc4ncccc4o3)c2C)cc1OC	3.7µM*	1%	-6	10%	6%	-6
COc1cc2ccc(=O)oc2c(CC=C(C)C)c1OC	40%[activator]	u	-6	-23%	3%	-4
COc1ccc(OC)c(NC(=O)C(=O)N/N=C(\C)CC(=O)Nc2ccc(Cl)cn2)c1	-4%	9%	-5	u	x	-3
